LGR2 inh: inhibitors of bursicon-induced Drosophila LGR2 receptor cAMP signaling; 0.35% of 380,000 active; inhibition, % at 9.99 µM; AID 720647; HEK293 LGR2, CRE-luciferase, bursicon-stimulated, 4 h;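 active = drop in luminescence signal, shown as inhibition above about 50% in the replicate tests, limit read from the data, passing the limit was not always enough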;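 also: agonist challenge used bursicon conditioned medium at about half maximal strength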
SIRT5 block: inhibitors of human sirtuin-5 desuccinylase | Q9NXA8 | Purified SirT5, succinyl-peptide AMC, trypsin-coupled fluorescence | inhibition, % at 15 µM | 1.1% of 330,000 active; in the data active = inhibition above about 15%
Target sequence (Q9NXA8 whole entry, looked up): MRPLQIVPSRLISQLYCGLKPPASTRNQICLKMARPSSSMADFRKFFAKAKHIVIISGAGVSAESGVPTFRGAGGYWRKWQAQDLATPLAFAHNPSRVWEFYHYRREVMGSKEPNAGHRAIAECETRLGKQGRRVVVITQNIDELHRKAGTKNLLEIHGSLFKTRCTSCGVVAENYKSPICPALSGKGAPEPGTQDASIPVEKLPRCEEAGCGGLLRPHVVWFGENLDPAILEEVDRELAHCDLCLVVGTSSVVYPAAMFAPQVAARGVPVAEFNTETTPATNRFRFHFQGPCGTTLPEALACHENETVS
S100A4 inh HTS: inhibitors of human S100A4 binding to myosin IIA peptide | AID 652163 | inhibition, % at 10.7 µM | S100A4/TAMRA-MyoIIA peptide fluorescence polarization | 0.14% of 360,000 active;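 active = mean inhibition of at least 70% across replicates, with every replicate also reaching that level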
Target sequence (P26447 whole entry, looked up): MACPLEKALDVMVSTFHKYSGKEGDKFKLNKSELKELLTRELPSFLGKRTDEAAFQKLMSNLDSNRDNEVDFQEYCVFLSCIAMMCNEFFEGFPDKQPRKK
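Material: S100A4 monomer protein | Medium: HEPES pH 7.2 with CaCl2, KCl, NaCl, DTT, Triton | Reagent: Labelled myosin peptide probe, 5 nM | Doses: One dose per compound | Times: 5 min incubation before reading | Benchmarks: Neutral control DMSO, positive control TFP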
esBAF inh: inhibitors of esBAF chromatin remodeling in mouse ES cells | reporter increase, % at 12.5 µM | 2% of 350,000 active | AID 602393 | Bmi1-luciferase knock-in reporter, 24 h; 100% = twice the neutral-well signal; in the data active = activation above about 40%;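 also: 0% = median of the plate's neutral control wells and 100% = double that signal; a rise in the Bmi1 reporter signal indicates esBAF inhibition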
Statin myotox sup: suppression of simvastatin myotoxicity. C2C12 myotubes + simvastatin, ATP luminescence, 48 h; scaled: DMSO 0, geranylgeraniol control 100. rescue of ATP level, % at 7.49 µM. 0.78% of 330,000 active;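 active = mean ATP rescue above about 67%, or every replicate alone reaching that limit, limit read from the data, passing the limit was not always enough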;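 also: myotubes were challenged with 10 µM simvastatin during compound exposure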
Casp6 inh: inhibitors of human caspase-6 | P55212 | purified caspase-6, Z-VEID-R110 cleavage fluorescence | inhibition, % at 12.5 µM | 0.53% of 350,000 active | AID 686996;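 active = mean inhibition across replicates at least about 35%, with every replicate also reaching that limit, limit read from the data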;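 also: 0% = median of neutral control wells and 100% = no fluorescence left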
Target sequence (P55212 24-179 limits assumed): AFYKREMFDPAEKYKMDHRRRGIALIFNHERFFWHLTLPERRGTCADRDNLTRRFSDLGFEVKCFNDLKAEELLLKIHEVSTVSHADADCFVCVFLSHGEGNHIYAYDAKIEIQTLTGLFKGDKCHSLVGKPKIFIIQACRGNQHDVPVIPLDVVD
Target sequence (P55212 194-293 limits assumed): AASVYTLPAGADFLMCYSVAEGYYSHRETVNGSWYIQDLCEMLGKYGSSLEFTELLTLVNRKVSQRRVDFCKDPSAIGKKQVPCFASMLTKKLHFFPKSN
FN deposit inh: fibronectin deposition inhibition. AID 743247. AH1F fibroblasts, Alexa488-fibronectin deposition fluorescence, overnight. inhibition, % at 12.6 µM. 0.086% of 350,000 active;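 active = mean inhibition across replicates of 30% or more, regardless of how many single replicates reach that level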;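 also: positive control wells lacked labelled fibronectin entirely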
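Assay system: AH1F fibroblast monolayer, labelled fibronectin deposition. Amount: 10000 cells per well. Also added: labelled fibronectin 24 nM. Compound: single-point pinned compound. Incubation: cell attachment 1 h, compound and FN exposure overnight. Detection: fluorescence after three HBSS washes, excitation 485 nm, emission 525 nm. Read-out: inhibition of fibronectin deposition signal.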
An asterisk follows results filed as active; . = not tested or not shown. A portion of the library, so the mix of outcomes need not match the whole.

SMILES	LGR2 inh	SIRT5 block	S100A4 inh HTS	esBAF inh	Statin myotox sup	Casp6 inh	FN deposit inh
Cn1cccc1CC(=O)N/N=C/C(Cl)=C/c1ccccc1	7.3	0.7	-3.0	.	.	9.3	7.0
O=C(C1CC(=O)N(c2ccc(Cl)cc2)C1)N1CCN(Cc2ccc3c(c2)OCO3)CC1 (stereo not drawn)	-0.4	-8.4	5.2	3.0	17.1	4.2	-22.8
CCOc1cc(C(F)(F)F)cnc1/C(N)=N/O	5.9	-1.0	-0.5	.	.	-1.2	-2.1
COC(=O)Cc1nnc(Nc2cccc(C)c2)c2ccccc12	-4.8	-0.8	-0.5	-0.5	0.0	-0.9	-4.5
C[C@H]1CCCCO[C@@H](CN(C)S(=O)(=O)c2cn(C)cn2)[C@@H](C)CN([C@@H](C)CO)C(=O)c2cc(NC(=O)NC3CCCCC3)ccc2O1	0.4	-2.0	0.1	-1.3	.	-2.5	.
CCc1cccc(NC(=O)c2ccc(Br)o2)c1	.	.	.	35.3	13.9	.	3.5
CN(C)C(=O)C[C@@H]1C[C@H]2c3cc(NC(=O)CC4CC4)ccc3O[C@H]2[C@H](CO)O1	4.0	-4.1	-18.4	-0.3	0.3	7.2	.
CN1c2ccc(-c3ccc(F)cc3)cc2[C@H]2[C@H](CCN2C(=O)C2CCOCC2)[C@H]1CO	8.6	.	-2.7	-0.7	22.4	-8.4	-4.4
COc1ccc(-c2nn(C)c(=O)c3ccccc23)cc1NC(=O)Cn1nc(C)c2ccccc2c1=O	-14.0	-1.1	3.0	13.1	16.1	2.5	2.0
COc1cccc(C#Cc2ccc([C@@H]3[C@@H](CO)N(C(=O)C4CCCC4)[C@H]3C#N)cc2)c1	16.1	-0.2	-9.7	.	.	1.5	-10.1
COc1ccccc1-c1ccc2c(c1)[C@@H]1[C@@H](CCN1S(=O)(=O)c1ccccc1F)[C@H](CO)N2	-18.5	4.1	-6.7	-1.4	2.7	-0.4	19.9
CCC(=O)n1nc(-c2cccnc2)nc1NCc1ccc(F)cc1	5.3	0.3	-3.1	1.7	-9.8	-4.4	-11.3
CC(C)N1C/C(=C/c2ccsc2)C(=O)/C(=C/c2ccsc2)C1	17.3	-1.9	2.0	-1.0	2.9	.	-1.8
O=C(CNS(=O)(=O)c1ccc(Br)s1)Nc1ccc2c(c1)OCCO2	1.3	.	.	-13.2	3.0	.	.
COC(=O)C1CCN(C(=O)[C@H](C)NC(=O)C2CC(=O)N(c3ccc(F)cc3)C2)CC1 (stereo partly drawn)	2.8	0.5	0.1	1.0	1.2	1.3	-2.6
CN(C)CCNc1oc(COc2cccc(Cl)c2)nc1C#N	-5.6	.	.	8.0	17.0	.	.
CO[C@H]1CN(C)C(=O)c2ccc(NC(=O)C3CC3)cc2OC[C@@H](C)N(Cc2nccs2)C[C@H]1C	8.4	5.7	7.8	-10.4	13.4	2.8	-8.0
O=S(=O)(c1ccccc1)N1CCN(Cc2cccc(OCCO)c2)CC1	.	0.9	1.1	.	.	1.4	.
O=C(COC(=O)c1cccnc1Cl)Nc1cccc(S(=O)(=O)N2CCOCC2)c1	0.3	1.3	-0.9	-2.5	-2.0	-1.3	-6.8
COc1ccc(-c2ccc([C@H]3[C@@H](CO)N4C(=O)CN(C(=O)c5cccnc5)C[C@@H]34)cc2)cc1	-10.6	-5.6	17.6	.	.	0.0	.
C[C@@H]1CN([C@@H](C)CO)S(=O)(=O)c2ccc(-c3cccnc3)cc2O[C@H]1CN(C)C(=O)CN(C)C	15.1	-1.7	-0.3	0.1	-15.5	0.2	5.1
Cc1ccc(NC(=O)CCC(=O)OCC(=O)c2ccc(Oc3ccc([N+](=O)[O-])cc3)cc2)cc1	-3.8	0.0	-1.5	.	.	-2.2	-5.6
Cc1ccc(C(=O)c2c(NC(=O)CSc3nnc(N)s3)sc3c2CCCC3)cc1	8.7	0.0	-0.1	.	.	0.2	-2.4
Cc1cc(C)c2nc(C(F)(F)F)nc(N3CCN(C(=O)c4ccco4)CC3)c2c1	.	.	.	-2.0	-12.9	.	15.0
O=C(C[C@H]1CC[C@@H]2[C@H](COC[C@H](O)CN2Cc2ccc(F)cc2)O1)NCc1ccncn1	31.6	-3.4	10.5	-3.9	-0.2	0.5	-0.4
CCN(Cc1ccccc1)S(=O)(=O)c1nc2nc(C)c(C)c(C)n2n1	.	.	.	-4.5	5.9	.	-0.1
O=C(C[C@@H]1C[C@H]2c3cc(NS(=O)(=O)c4ccc(F)cc4)ccc3O[C@H]2[C@H](CO)O1)NCc1cccnc1	-2.2	-1.3	2.7	2.3	1.6	0.9	-2.8
CCCCn1c(=N)n(CC(=O)c2ccc([N+](=O)[O-])cc2)c2ccccc21	-3.6	-0.3	1.9	.	.	-2.0	.
CC1(C2CC2)NC(=O)N(CC(=O)Nc2cc(S(=O)(=O)N3CCCCC3)ccc2Cl)C1=O (stereo not drawn)	5.8	0.0	1.8	-6.7	-1.1	-3.1	3.8
COCC(=O)N1CC2(CN(C(=O)c3ccccn3)C2)c2c(n(C)c3cc(OC)ccc23)[C@H]1CO	-11.7	1.3	0.2	.	.	2.1	.
CCc1nonc1NC(=O)c1oc2cc(C)c(C)cc2c1C	-63.1	-3.4	0.8	12.8	3.8	-2.1	8.9
CCn1c(=O)c(C(=O)NNC(=O)c2ccccc2Cl)c(O)c2ccccc21	1.7	10.3	1.3	-5.2	17.3	.	-10.3
CCOC(=O)Nc1ccc2c(c1)N(CCCN(C)C)c1ccccc1CC2	.	-4.9	6.7	-6.2	10.7	-38.1	2.5
COc1cc(NC(=O)COc2ccc(C)c(C)c2)ccc1NC(=O)c1ccco1	-10.3	-25.0	-2.5	-1.6	-1.6	1.1	-2.3
CC1CCC(C(C)C)C(OC(=O)COC(=O)c2ccc(=O)[nH]c2)C1 (stereo not drawn)	.	.	.	0.7	8.2	.	-7.8
COc1ccccc1-c1cnc2c(c1)C(=O)N([C@H](C)CO)C[C@H](C)[C@@H](CN(C)Cc1ccncc1)O2	-1.4	0.6	-4.1	2.7	4.8	-1.0	-5.8
CCCOc1ccc(C(=O)NNC(=O)CCNC(=O)c2ccco2)cc1OC	-28.5	-6.3	-2.1	-0.3	-0.4	-2.1	2.3
O=C(NCCCO)c1ccc2[nH]c3ccccc3c2c1	-56.4	.	.	8.2	-36.7	.	.
Cc1cccc(C(=O)OCC(=O)N2CCCCCC2)c1C	-57.6	-1.8	-0.3	63.5*	1.6	-1.5	-2.2
Cc1ccc(S(=O)(=O)Nc2ccc3c(c2)C(=O)N([C@H](C)CO)C[C@H](C)[C@@H](CN(C)C(=O)Nc2ccc(F)cc2)O3)cc1	-8.3	-1.3	-24.3	-2.8	-10.0	0.1	.
COc1ccc(-c2ccc(C#N)c(SCC(=O)NCc3ccco3)n2)cc1OC	-19.8	-40.0	12.0	.	.	1.3	-5.1
COc1ccc(/C=N/OCC(=O)N2CC3(C)CC2CC(C)(C)C3)cc1 (stereo not drawn)	10.5	-1.6	-1.4	.	.	3.2	.
CC(=O)N[C@@H](Cc1ccc(OC(F)(F)F)cc1)C(=O)O	-37.8	-3.2	-7.5	-0.5	1.0	0.6	6.2
O=C(Cn1c(=S)[nH]c2ccccc2c1=O)N1CCc2ccccc2C1	17.0	-0.2	-0.4	.	.	-0.5	-3.5
Cc1cc(C)cc(OCc2nnc(N)s2)c1	-15.0	0.1	-3.1	.	.	0.7	-5.4
C[C@H]1CN([C@@H](C)CO)C(=O)CCCn2cc(nn2)CO[C@H]1CN(C)Cc1cccc(C(F)(F)F)c1	-3.3	-3.9	-0.9	-3.5	9.3	0.3	-4.6
COc1ccc(-c2cc(N3CCN(CCO)CC3)n3nccc3n2)cc1	5.9	.	5.1	-9.1	1.6	-20.3	-4.2
O=C(/C=C/c1cccc(Cl)c1)OCc1cn2cc(Cl)ccc2n1	2.9	-1.7	3.0	.	.	-2.6	-11.8
COc1ccc(NC(=O)COC(=O)C2CC(=O)N(CCc3ccc(OC)c(OC)c3)C2)cc1Cl (stereo not drawn)	3.1	10.0	-2.0	-0.9	19.4	-0.8	-6.9
Cc1sc2ncnc(N/N=C/c3ccc(O)cc3)c2c1C	-7.1	0.6	10.9	27.3	-7.4	1.0	3.8
CC(C)(C)N(Cc1ccccc1)C(=O)COC(=O)C1CCN(c2ccc(C(F)(F)F)cn2)CC1	10.1	-14.1	-5.2	13.8	3.2	-0.9	-5.6
COc1ccc(N(C(=O)c2ccc(C)cc2)S(=O)(=O)c2cccs2)cc1	-2.0	-3.0	0.8	.	.	0.5	-4.6
Cc1cccc(CC(=O)Nc2sc(C(C)C)cc2C(=O)N2CCOCC2)c1	9.7	-1.7	-0.8	3.5	-9.4	3.6	-6.4
CC(=O)N(CCCc1ccc(C(C)(C)C)cc1)CCCN(C)C	4.1	.	.	-4.6	-7.4	.	.
CCCNC(=O)N1[C@H](CO)[C@@H](c2ccc(-c3ccccc3)cc2)[C@@H]1CNC(C)=O	-3.2	.	.	-6.6	15.1	.	-11.6
CC(=O)c1ccc(NC(=O)CN2C(=O)COc3ccc(S(=O)(=O)N4CCCC4)cc32)cc1	-11.3	0.3	-7.4	-1.0	2.7	5.4	3.3
O=C1CN(C(=O)N[C@@H](Cc2ccccc2)C(=O)N[C@@H](C(=O)O)c2ccccc2)c2ccccc2N1	-1.4	-0.1	-9.9	-4.3	-6.2	4.1	2.8
Cc1nc(Nc2ccccc2)sc1C(=O)c1ccccc1	-37.3	0.7	-3.3	.	.	0.6	0.0
COc1ccccc1NS(=O)(=O)c1cc(C(=O)NCCCN2CCCC2=O)ccc1C	-19.5	-6.4	-1.0	-0.8	4.2	4.1	3.2
CC1CN(S(=O)(=O)c2ccc(C(=O)Nc3nnc(-c4ccccn4)o3)cc2)CC(C)O1 (stereo not drawn)	9.5	1.2	2.3	1.2	4.6	-0.8	2.7

Reprinted at random: four entries already listed, in no set order.
SMILES	LGR2 inh	SIRT5 block	S100A4 inh HTS	esBAF inh	Statin myotox sup	Casp6 inh	FN deposit inh
Cc1cc(C)cc(OCc2nnc(N)s2)c1	-15.0	0.1	-3.1	.	.	0.7	-5.4
O=C(/C=C/c1cccc(Cl)c1)OCc1cn2cc(Cl)ccc2n1	2.9	-1.7	3.0	.	.	-2.6	-11.8
CC(=O)N[C@@H](Cc1ccc(OC(F)(F)F)cc1)C(=O)O	-37.8	-3.2	-7.5	-0.5	1.0	0.6	6.2
COc1ccc(-c2ccc(C#N)c(SCC(=O)NCc3ccco3)n2)cc1OC	-19.8	-40.0	12.0	.	.	1.3	-5.1

Next entries:
SMILES	LGR2 inh	SIRT5 block	S100A4 inh HTS	esBAF inh	Statin myotox sup	Casp6 inh	FN deposit inh
O=C(C[C@H]1CC[C@H](NS(=O)(=O)c2ccccc2)[C@@H](CO)O1)NCc1ccccc1F	0.2	4.6	1.7	-0.3	1.2	2.6	.
Cc1cc(Nc2ccccc2O)c2ccccc2n1	-13.4	-1.8	-1.0	.	.	0.3	-1.6
O=C1c2ccccc2C(=O)N1C1C=CC=CC=C1	-2.3	0.2	-1.3	1.7	7.0	0.1	-1.8
CCCc1ccc(-c2cc(NC(=O)CSc3nnc(N)s3)n(-c3ccccc3)n2)cc1	-52.6	20.3*	8.3	22.2	-14.4	3.0	2.4
O=C(Nc1ccccc1F)N[C@@H]1CC[C@@H](CCNS(=O)(=O)c2ccc(Cl)cc2)O[C@H]1CO	-10.1	3.7	-0.6	5.1	-22.9	0.0	.
O=C(C1=C[C@H](c2ccc(Br)cc2)C[C@H](OCc2ccc(CO)cc2)O1)N1CCN(Cc2ccc3c(c2)OCO3)CC1	5.6	.	6.9	-5.8	-118.8	0.3	-8.9

Single records, from the list above. Order of values: LGR2 inh	SIRT5 block	S100A4 inh HTS	esBAF inh	Statin myotox sup	Casp6 inh	FN deposit inh
Entry for CCCc1ccc(-c2cc(NC(=O)CSc3nnc(N)s3)n(-c3ccccc3)n2)cc1 = -52.6	20.3*	8.3	22.2	-14.4	3.0	2.4
Entry for O=C(C1=C[C@H](c2ccc(Br)cc2)C[C@H](OCc2ccc(CO)cc2)O1)N1CCN(Cc2ccc3c(c2)OCO3)CC1 = 5.6	.	6.9	-5.8	-118.8	0.3	-8.9
